# Apoferritin bind – qHTS Assay for Identification of Novel General Anesthetics; Ferritin light chain (Equus caballus), P02791; apoferritin/1-aminoanthracene competitive binding, fluorescence; Potency, µM (highest dose often 77.5 µM), for inactives: at the top dose activity change, negative = displacement, usual class: inhibitors; 350,000 tested, 0.074% active; AID 485281, 2010; also: potency is read from the fitted curve at half-maximal effect; % is scaled to controls: 0 for no effect and ±100 for the full control effect; nearly all actives have a fitted effect of over 20% in size
# Target sequence (P02791 2-175 limits assumed): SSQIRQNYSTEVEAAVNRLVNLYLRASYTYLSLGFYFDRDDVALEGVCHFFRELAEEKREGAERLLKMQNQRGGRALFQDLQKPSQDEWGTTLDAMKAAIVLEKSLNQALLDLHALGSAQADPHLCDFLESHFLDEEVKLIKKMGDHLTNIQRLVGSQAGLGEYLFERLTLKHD
#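 Concentration-response curves derived by four-parameter Hill fitting of normalized fluorescence, where compounds displaced 1-AMA from 10 uM horse apoferritin following a brief 10 min room-temperature incubation; propofol titration acted as positive control.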
# POLK inh – qHTS for Inhibitors of Polymerase Kappa. DNA polymerase kappa (Homo sapiens), Q9UBT6. purified Pol kappa, fluorescent DNA synthesis assay, 10 min. Potency, µM (titrated, usually from 107 µM), inactives show at the top dose activity, negative = inhibition, most hits filed as inhibitors. 400,000 tested, 0.53% active; also: potency is read from the fitted curve at half-maximal effect; % is scaled to controls: 0 for no effect and ±100 for the full control effect
#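 Pol kappa 10 nM + cpd, 15 min RT; start w/ substrate 50 nM final; fluorescence kinetic read, 0 and 10 min. Neg ctrl: buffer, no enzyme.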
# BLM helicase inh – qHTS Assay for Inhibitors of Bloom's syndrome helicase (BLM) | RecQ-like DNA helicase BLM (Homo sapiens), P54132 | Potency, µM (doses to about 56.1 µM), for inactives: at the top dose activity change, negative = inhibition, most hits filed as inhibitors | 350,000 tested, 0.2% active | recombinant BLM DNA unwinding, fluorescence dequenching;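 also: potency is read from the fitted curve at half-maximal effect; plate controls were vehicle for no effect and no enzyme for full effect; nearly all actives have a fitted effect of over 35% in size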
# POLH inh – qHTS for Inhibitors of Polymerase Eta; recombinant Pol eta, fluorescent DNA replication assay; 390,000 tested, 1.2% active; DNA polymerase eta (Homo sapiens), Q9Y253; Potency, µM (titrated, usually from 114 µM), inactives show at the top dose activity change, negative = inhibition, hits mostly inhibitors; also: potency is read from the fitted curve at half-maximal effect; % is scaled to controls: 0 for no effect and ±100 for the full control effect
#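 Pol eta at 10 nM preincubated with compounds 15 min at room temperature; reaction started with fluorescent substrate (50 nM final) and read kinetically at 0 and 10 min.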
# RXFP1 antagonist – qHTS Assay for Antagonists of the Relaxin Receptor RXFP1; HEK293-RXFP1, relaxin-stimulated cAMP HTRF, 30 min; hits give low values; activity change, negative = inhibition, % at 57.5 µM; 350,000 tested, 0.59% active; AID 1259400, 2018;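 active = activity change of -60% or lower, but not beyond a set lower limit; inconclusive = change between -60% and -40%, or beyond the set limit; inactive = change above -40%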; also: % is scaled to controls: 0 for no effect and ±100 for the full control effect
# POLI inh – qHTS for Inhibitors of Polymerase Iota; DNA polymerase iota (Homo sapiens), Q9UNA4; 390,000 tested, 1% active; AID 588590, 2011; Pol iota fluorescent replication assay, 10 min; Potency, µM (doses to about 115 µM), without a hit: at the highest dose activity, negative = inhibition, actives largely listed as inhibitors; also: potency is read from the fitted curve at half-maximal effect
#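 Pol iota at 10 nM preincubated 15 min with compounds at room temperature; reaction started with fluorescent substrate, 50 nM final. Fluorescence read kinetically at 0 and 10 min; buffer-only wells as negative control.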
# APEX1 inh – qHTS Assay for Inhibitors of the Human Apurinic/apyrimidinic Endonuclease 1 (APE1); 350,000 tested, 0.35% active; AID 2517, 2012; DNA repair nuclease/redox regulator APEX1 (Homo sapiens), P27695; recombinant APE1, TAMRA/BHQ-2 abasic DNA cleavage fluorescence; Potency, µM (series often up to 65.8 µM), for the others: at the highest dose activity change, negative = inhibition, actives largely listed as inhibitors;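 also: potency is read from the fitted curve at half-maximal effect; plate controls were vehicle for no effect and reference inhibitor for full effect; nearly all actives have a fitted effect of over 55% in size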
# Target sequence (P27695 whole entry, looked up): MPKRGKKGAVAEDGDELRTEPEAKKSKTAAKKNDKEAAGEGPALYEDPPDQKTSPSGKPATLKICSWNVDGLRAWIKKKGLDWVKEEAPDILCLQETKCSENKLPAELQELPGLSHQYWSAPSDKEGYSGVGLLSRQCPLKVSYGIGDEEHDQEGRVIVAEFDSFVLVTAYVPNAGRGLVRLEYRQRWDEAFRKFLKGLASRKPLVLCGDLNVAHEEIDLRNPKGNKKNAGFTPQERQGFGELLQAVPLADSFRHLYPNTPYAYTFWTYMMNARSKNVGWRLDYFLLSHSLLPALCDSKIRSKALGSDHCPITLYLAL
#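 Readout is kinetic fluorescence (ex 525, em 598 nm) from cleavage of 50 nM TAMRA/BHQ-2 THF abasic duplex by 0.75 nM APE1, compound added 15 min beforehand at RT.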
# PGK inhibitor – qHTS Assay to Find Inhibitors of Phosphoglycerate Kinase; Phosphoglycerate kinase, glycosomal (Trypanosoma brucei brucei), P07378; PGK/GAPDH coupled, Kinase-Glo luminescence, 60 min; Potency, µM (doses to about 57.5 µM), for the others: at the highest dose activity change, negative = inhibition, usual class: inhibitors; 380,000 tested, 0.043% active; AID 602233, 2012; also: potency is read from the fitted curve at half-maximal effect; % is scaled to controls: 0 for no effect and ±100 for the full control effect; nearly all actives have a fitted effect of over 60% in size
#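 Luminescent ATP detection (Kinase-Glo Plus) follows a 60-minute room-temperature incubation, with wells lacking PGK as controls. Buffer: 100 mM TEA (pH 7.6), 5 mM MgCl2, 0.01% Tween-20. Coupling enzyme GAPDH (100 nM final) supplies unstable 1,3-BPG in-well.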
# Pol beta inh – qHTS Assay for Inhibitors of DNA Polymerase Beta | AID 485314, 2010 | 340,000 tested, 1.3% active | Potency, µM (series often up to 114 µM), for the others: at the top dose activity change, negative = inhibition, usual class: inhibitors | Pol beta primer extension/strand displacement, fluorescence kinetic; also: potency is read from the fitted curve at half-maximal effect; % is scaled to controls: 0 for no effect and ±100 for the full control effect
#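 Pol beta (10 nM) was preincubated with compound for 15 min at room temperature. The reaction was then started with 50 nM substrate and read immediately and after a further 10 min at room temperature.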
# Active calls of the source: *; i = inactive; u = inconclusive; x = not tested or not shown; [ ] = dose if it differs, or a comment. Unless noted, calls follow the shape of the dose curve; as a rule, active = well fitted curve in the direction sought with a large enough effect; inconclusive = small, poorly fitted or top-dose-only effect, or another doubt; inactive = no such curve, though single readings can be large; an effect the other way counts as inactive or inconclusive. The list is partial. The share of hits here may be higher or lower than overall.
molecule	Apoferritin bind	POLK inh	BLM helicase inh	POLH inh	RXFP1 antagonist	POLI inh	APEX1 inh	PGK inhibitor	Pol beta inh
CN(CC(=O)Nc1ccc(Cl)cc1)C1CCCCC1	u	-1%	1%	-10%	4	2%	43%	-1%	34%
Cc1cc(C(=O)COc2cc(F)ccc2[N+](=O)[O-])c(C)n1CC1CCCO1 (stereo not given)	x	-15%	x	-2%	-7	7%	-1%	-2%	x
Cn1nc(C(=O)N2CCN(c3ccc(F)cc3)CC2)c2c1-c1ccccc1SC2	43%[activator]	-20%	-10%	-9%	15	-7%	x	2%	-17%
C=CCOc1ccc(CNn2c(C)n[nH]c2=S)cc1OC	-2%	-6%	0%	-6%	-9	-6%	22%	0%	24%
O=C(NCC(=O)N1CCCCCCC1)c1ccccc1Br	x	-4%	x	-13%	-3	49%[activator]	16%	-7%	x
CCOC(=O)[C@@H]1[C@H]2COc3ccc(Br)cc3[C@@H]2N2C(=O)N(c3cccc(F)c3)C(=O)[C@]12C	x	10%	x	-14%	x	10%	x	0%	x
CCc1nn(CC(=O)NCc2cccnc2)c(=O)c2cc3occc3n12	-3%	-20%	1%	0%	8	13%	-12%	5%	-15%
CC12CCC(C(=O)NC3CCCCC3)([C@H](Br)C1=O)C2(C)C (stereo not given in full)	-11%	-6%	0%	-17%	5	-1%	-1%	-5%	-2%
CC(C)CCNC(=O)CN(C(=O)CCC(=O)Nc1ccccn1)c1ccc(F)c(Cl)c1	-1%	-8%	-1%	-7%	1	-14%	-2%	0%	10%
CCc1ccc(-n2nc(C)c3c(C(=O)Nc4cc(C)c(Cl)cc4OC)cc(C)nc32)cc1	-14%	2%	2%	-17%	7	17%	x	0%	2%
CC1(C)NC(=O)N(CC(O)Cn2c3ccccc3c3ccccc32)C1=O (stereo not given)	-8%	-2%	0%	-1%	-2	10%	-3%	-1%	6%
Cc1ccc(-c2nnc3ccc(SCC(=O)Nc4cc(C)on4)nn23)cc1	-11%	8%	0%	-19%	-6	31%[activator]	4%	33%[activator]	u
Cn1c(SCC(=O)c2c(N)n(C)c(=O)n(C)c2=O)nnc1-c1ccccc1F	2%	0%	-3%	-4%	1	91%[activator]	2%	0%	3%
COc1cc(OC)nc(Oc2cccc(Cl)c2C)n1	x	2%	x	-17%	-5	52%[activator]	x	i	x
CC1CCC(C(O)(C(=O)O)C2CCCCC2)CC1C (stereo not given)	x	-18%	x	-12%	-2	11%	x	-5%	x
CCC(=O)N1CCc2cc(S(=O)(=O)CCC(=O)N3CCN(c4ccccc4Cl)CC3)ccc21	-2%	u	-2%	-16%	x	u	x	-9%	30%
CCOc1ccc(CN2C(=O)c3ccccc3C2C(=O)NCC2CCCO2)cc1 (stereo not given)	-8%	-1%	-3%	-8%	-2	66%[activator]	-4%	i	2%
O=C(NCCCO)C(=O)NCC(c1ccc2c(c1)OCO2)N1CCN(c2ccc(F)cc2)CC1 (stereo not given)	1%	0%	-5%	-16%	0	-4%	-8%	6%	10%
COc1ccccc1OCC(=O)Nc1ccc(S(=O)(=O)Nc2cc(C)nc(C)n2)cc1	-7%	-11%	-3%	-11%	3	21%	-2%	-6%	31%
Cn1cc(CN(C(=O)Nc2ccccc2)C2CCCCC2)c2ccccc21	-4%	-9%	-11%	-18%	x	35%[activator]	x	-11%	-1%

# 14 entries from above, arranged by SMILES length, ascending.
molecule	Apoferritin bind	POLK inh	BLM helicase inh	POLH inh	RXFP1 antagonist	POLI inh	APEX1 inh	PGK inhibitor	Pol beta inh
CN(CC(=O)Nc1ccc(Cl)cc1)C1CCCCC1	u	-1%	1%	-10%	4	2%	43%	-1%	34%
O=C(NCC(=O)N1CCCCCCC1)c1ccccc1Br	x	-4%	x	-13%	-3	49%[activator]	16%	-7%	x
C=CCOc1ccc(CNn2c(C)n[nH]c2=S)cc1OC	-2%	-6%	0%	-6%	-9	-6%	22%	0%	24%
CCc1nn(CC(=O)NCc2cccnc2)c(=O)c2cc3occc3n12	-3%	-20%	1%	0%	8	13%	-12%	5%	-15%
CC1(C)NC(=O)N(CC(O)Cn2c3ccccc3c3ccccc32)C1=O (stereo not given)	-8%	-2%	0%	-1%	-2	10%	-3%	-1%	6%
CCOc1ccc(CN2C(=O)c3ccccc3C2C(=O)NCC2CCCO2)cc1 (stereo not given)	-8%	-1%	-3%	-8%	-2	66%[activator]	-4%	i	2%
Cn1nc(C(=O)N2CCN(c3ccc(F)cc3)CC2)c2c1-c1ccccc1SC2	43%[activator]	-20%	-10%	-9%	15	-7%	x	2%	-17%
Cn1c(SCC(=O)c2c(N)n(C)c(=O)n(C)c2=O)nnc1-c1ccccc1F	2%	0%	-3%	-4%	1	91%[activator]	2%	0%	3%
Cc1cc(C(=O)COc2cc(F)ccc2[N+](=O)[O-])c(C)n1CC1CCCO1 (stereo not given)	x	-15%	x	-2%	-7	7%	-1%	-2%	x
CC(C)CCNC(=O)CN(C(=O)CCC(=O)Nc1ccccn1)c1ccc(F)c(Cl)c1	-1%	-8%	-1%	-7%	1	-14%	-2%	0%	10%
O=C(NCCCO)C(=O)NCC(c1ccc2c(c1)OCO2)N1CCN(c2ccc(F)cc2)CC1 (stereo not given)	1%	0%	-5%	-16%	0	-4%	-8%	6%	10%
CCc1ccc(-n2nc(C)c3c(C(=O)Nc4cc(C)c(Cl)cc4OC)cc(C)nc32)cc1	-14%	2%	2%	-17%	7	17%	x	0%	2%
CCC(=O)N1CCc2cc(S(=O)(=O)CCC(=O)N3CCN(c4ccccc4Cl)CC3)ccc21	-2%	u	-2%	-16%	x	u	x	-9%	30%
CCOC(=O)[C@@H]1[C@H]2COc3ccc(Br)cc3[C@@H]2N2C(=O)N(c3cccc(F)c3)C(=O)[C@]12C	x	10%	x	-14%	x	10%	x	0%	x

# Going on with the list.
molecule	Apoferritin bind	POLK inh	BLM helicase inh	POLH inh	RXFP1 antagonist	POLI inh	APEX1 inh	PGK inhibitor	Pol beta inh
CS(=O)(=O)N1CCc2cc(C(=O)Nc3ccccc3Br)ccc21	3%	-1%	-1%	-3%	-7	-17%	5%	3%	5%
COc1ccc(/C=N/NC(=O)c2[nH]c(C)c(C(=O)N/N=C/c3ccc(OC)cc3)c2C)cc1	8%	-6%	-1%	-23%	x	3%	-3%	-1%	15%
COc1cc(C(=O)NC(C)CCn2cccn2)ccc1OC1CCN(C(C)=O)CC1 (stereo not given)	-3%	0%	-1%	-23%	1	23%	7%	1%	23%
CCN(C(=O)COC(=O)C12CC3CC(CC(O)(C3)C1)C2)c1c(N)n(Cc2ccccc2)c(=O)[nH]c1=O	x	4%	x	3%	-11	12%	x	1%	x
COc1ccc(OC)c(-c2csc(NC(=O)COC(=O)C3(C)CC3(Cl)Cl)n2)c1 (stereo not given)	x	-6%	x	-13%	0	-8%	-10%	i	x
COC(=O)NCCc1cc(OC)c(OC)cc1S(=O)(=O)N1CC(=O)Nc2ccccc21	-8%	-25%	-2%	-13%	-6	1%	-12%	0%	8%
COc1ccc(-c2cc(C)nc3c(-c4ccccc4)cnn23)cc1	-10%	2%	-11%	-17%	-4	8%	u	i	-9%
COc1ccccc1NC(=O)c1ccc(COc2ccccc2Br)o1	-14%	-19%	-9%	-7%	11	-7%	-4%	0%	u
